UDG counter = Primary qHTS assay for inhibitors of Activation Induced Cytidine Deaminase (AID): UDG Counterscreen signal | Uracil-DNA glycosylase | FRET deamination/UDG coupled assay, UDG read, 4 h | Potency, µM (titrated, usually from 115 µM), for inactives: at the highest dose activity change, negative = inhibition, most hits filed as inhibitors | actives 0.14% (n = 91,000); also: nearly all actives have a fitted effect of over 65% in size
AID inh = Primary qHTS assay for inhibitors of Activation Induced Cytidine Deaminase (AID): AID signal | Potency, µM (highest dose often 115 µM), for inactives: top-dose activity change, negative = inhibition, most hits filed as inhibitors | Single-stranded DNA cytosine deaminase (Homo sapiens), Q9GZX7 | AID deamination FRET fluorescence, UDG-coupled, 4 h | actives 0.32% (n = 91,000); also: nearly all actives have a fitted effect of over 25% in size
Target sequence (Q9GZX7 whole entry, looked up): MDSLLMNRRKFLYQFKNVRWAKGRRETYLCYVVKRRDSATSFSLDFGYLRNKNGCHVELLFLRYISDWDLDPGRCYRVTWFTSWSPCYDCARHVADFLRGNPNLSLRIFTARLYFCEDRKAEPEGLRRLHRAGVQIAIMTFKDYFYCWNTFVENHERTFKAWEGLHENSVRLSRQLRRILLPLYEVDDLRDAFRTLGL
Active calls of the source: *; ? = inconclusive; ! = a repeat was not active; [ ] = dose if it differs, or a comment. Calls follow the shape of the dose curve; as a rule, active = well fitted curve in the direction sought with a large enough effect; inconclusive = small, poorly fitted or top-dose-only effect, or another doubt; inactive = no such curve, though single readings can be large; an effect the other way counts as inactive or inconclusive. % is scaled to controls: 0 for no effect and ±100 for the full control effect; potency is read from the fitted curve at half-maximal effect. Only part of the results is shown. The share of hits here may be higher or lower than overall.

SMILES | UDG counter | AID inh
Cc1ccc(-c2cc(C(=O)N3CCN(S(=O)(=O)c4ccc(Br)s4)CC3)[nH]n2)cc1C | -11% | 0%
Cn1c(=O)c2c(ncn2CCC(=O)NCc2ccc(F)cc2)n(C)c1=O | 6% | -2%
Cn1nc(-c2ccccc2F)c2cc(C(=O)N3CCN(c4ccc(F)cc4)CC3)sc21 | -23% | ?
Cc1ccccc1CNC(=O)Cn1cnc2c1c(=O)n(C)c(=O)n2C | -10% | -2%
CC(=O)N1CCc2c(sc3c2c(=O)n(CCc2ccccc2)c(=O)n3Cc2ccccc2C)C1 | -25% | ?
COC(=O)c1[nH]c(C)c(/C(O)=C2\C(=O)C(=O)N(CCCn3ccnc3)C2c2ccccc2F)c1C (stereo not given) | -7% | -4%
CCCOc1ccc(C2CC(=O)Nc3c2c(C)nn3-c2nncc(-c3cccc(OC)c3)n2)cc1OC (stereo not given) | -4% | 78%[activator]
CC(C)CCNC(=O)CSc1nc2ccsc2c(=O)n1Cc1ccccc1Cl | 0% | 10%
CCOC(=O)c1c(S(=O)(=O)N2CCC(C(=O)Nc3ccccc3OC)CC2)c(C)n(CC)c1C | 16% | 8%
O=S(=O)(CCc1ccccc1)c1ccccc1 | -6% | 1%
CN(C(=O)CSc1nc(C2CCCC2)nc2c1c(=O)n(C)c(=O)n2C)c1ccccc1 | 13% | -18%
O=C(O)c1c[nH]c2ncccc12 | -3% | 20%
N#Cc1cccc(NC(=O)CCC(=O)c2ccc3c(c2)OCCCO3)c1 | 6% | -4%
CCOC(=O)c1ccc2c(c1)N(Cc1cccc([N+](=O)[O-])c1)C(=O)c1ccccc1S2 | -4% | -10%
CSc1cccc(N2C(=O)N(Cc3ccc([N+](=O)[O-])cc3)c3ccccc3S2(=O)=O)c1 | -9% | -3%
COc1ccccc1OCCNC(=O)c1ccc2c(c1)NC(=O)CS2 | -12% | -7%
OCCNC(=S)Nc1ccc(F)cc1 | 0% | -4%
CCc1cccc(NC(=O)Cn2c(=O)n(-c3ccccc3C)c(=O)c3c2c2cc(C)ccc2n3C)c1 | 3% | 14%
COc1cc(C(=O)Nc2ccc3nc(SCc4ccc(C)cc4)sc3c2)cc(OC)c1OC | -20% | -1%
O=C1C(c2ccc(F)cc2)N(CCc2ccc(Cl)cc2)C(=O)CN1C1CCCCCC1 (stereo not given) | 0%[57.5 µM] | 5%
Cc1ccccc1C(=O)OCc1cc(=O)n2nc(C(C)C)sc2n1 | 2% | -10%
Cc1cc(SCC(=O)N(C)C)nc2c(C)cccc12 | -7% | -6%
O=S(=O)(c1ccc2nc(N3CCN(c4cccc(Cl)c4)CC3)ccc2c1)N1CCCCC1 | -17%[57.5 µM] | 3%
O=C(CSc1ncnc2nc[nH]c12)Nc1cc(Cl)ccc1Cl | 1% | 2%
COc1ccc2c(CNCc3ccc(Cl)cc3)c(C(=O)O)n(Cc3ccccc3C)c2c1 | 0% | 26%

Molecules listed so far containing an aryl methoxy group (five):
SMILES | UDG counter | AID inh
CCCOc1ccc(C2CC(=O)Nc3c2c(C)nn3-c2nncc(-c3cccc(OC)c3)n2)cc1OC (stereo not given) | -4% | 78%[activator]
CCOC(=O)c1c(S(=O)(=O)N2CCC(C(=O)Nc3ccccc3OC)CC2)c(C)n(CC)c1C | 16% | 8%
COc1ccccc1OCCNC(=O)c1ccc2c(c1)NC(=O)CS2 | -12% | -7%
COc1cc(C(=O)Nc2ccc3nc(SCc4ccc(C)cc4)sc3c2)cc(OC)c1OC | -20% | -1%
COc1ccc2c(CNCc3ccc(Cl)cc3)c(C(=O)O)n(Cc3ccccc3C)c2c1 | 0% | 26%

Whole records, quoted from the list. Screens in order: UDG counter | AID inh
Cc1ccccc1C(=O)OCc1cc(=O)n2nc(C(C)C)sc2n1 as listed: 2% | -10%
CN(C(=O)CSc1nc(C2CCCC2)nc2c1c(=O)n(C)c(=O)n2C)c1ccccc1 as listed: 13% | -18%

Back to the main list, starting 2 compounds before the break.
SMILES | UDG counter | AID inh
O=C(CSc1ncnc2nc[nH]c12)Nc1cc(Cl)ccc1Cl | 1% | 2%
COc1ccc2c(CNCc3ccc(Cl)cc3)c(C(=O)O)n(Cc3ccccc3C)c2c1 | 0% | 26%
COc1ccc(OC)c(/C=C(/C#N)C(=O)C(C)(C)C)c1 | -1% | -13%
Cc1ccc(C(C)NS(=O)(=O)c2cccs2)o1 (stereo not given) | 11% | 5%
COc1ccc(CC(=O)Oc2ccc(Br)cc2Cl)cc1 | -3% | -3%
CCN1CCN(C(c2ccccc2Cl)c2c(O)cc(C)n(CCOC)c2=O)CC1 (stereo not given) | 71%[activator] | 2%
CCc1ccc(-n2nc(C)c3c(C)cc(=O)n(CC(=O)Nc4ccc(C(C)=O)cc4)c32)cc1 | 34%[activator] | 5%
Cc1ccc(NC(=O)CN(Cc2ccccc2)S(=O)(=O)c2ccc3nc(C)sc3c2)c(C)c1 | 2% | 4%
Cc1sc(C2C(C#N)=C(N)N(c3ccc(Cl)cc3)C3=C2C(=O)CCC3)cc1CN1CCOCC1 (stereo not given) | 2% | 272%[activator]
CCOc1ccc(NS(=O)(=O)c2ccc(NC(=O)N3CCCC3)cc2)cc1 | -10%[57.5 µM] | 23%[57.5 µM]
N#Cc1ccc(NC2=NS(=O)(=O)c3ccccc32)cc1 | -2% | 8%
COc1ccc(Br)cc1/C=C(/C#N)C(=O)C(C)C | 2% | -13%
N#C/C(=C\Nc1ccc(C(N)=O)cc1)c1nc(C2CC2)cs1 | -2% | 3%
Cc1cc(C)n2c(Nc3cccc(C(F)(F)F)c3)c(-c3ccsc3)nc2n1 | 2% | -16%
Cc1cc(NC(=O)c2ccc(Br)o2)cc(-c2nc3ccccc3o2)c1O | 6% | 11%
O=C(c1ccc2c(c1)OCO2)c1cn(Cc2ccc(F)cc2)c2ccccc2c1=O | -15% | ?
Cc1ccc(Cl)cc1N1CCN(C(=O)C2CCN(c3nnc(-n4c(C)ccc4C)s3)CC2)CC1 | -1% | 0%
COc1cc(NC(=O)COc2ccc3c(C)cc(=O)oc3c2C)cc(OC)c1OC | -13% | -5%
Cc1nc(-c2ccc(F)cc2)sc1CCNC(=O)c1ccccc1C(F)(F)F | -21% | 8%
CN(Cc1ccccc1)S(=O)(=O)c1ccc(F)c(C(=O)Nc2cccc(Cl)c2Cl)c1 | -4% | -12%
Cc1ccc(CCNC(=O)c2c(C)oc3ncnc(N4CCOCC4)c23)cc1 | 6% | 1%
Cc1nc(Cl)c(Cl)[nH]1 | 3% | -1%
Cc1cccc(-c2cc(NC(=O)c3ccccc3C)n(-c3ccccc3)n2)c1 | ? | -1%
O=C(CSc1cccc2cccc(Cl)c12)Nc1cccc(I)c1 | -6% | 12%
Cc1oc(-c2ccccc2)nc1C(=O)Nc1ccc(S(=O)(=O)N(C)Cc2ccccc2)cc1 | 4% | 27%
CCOc1ccc(-c2nn(-c3ccccc3)cc2C2NC(=O)NC(C)=C2C(=O)OC(C)C)cc1C (stereo not given) | ? | 45µM*!
N#CCCN(C(=O)CSc1nnnn1-c1ccc(O)cc1)c1cccc(Cl)c1 | -2% | -2%

Following part:
SMILES | UDG counter | AID inh
Cc1ccc(C)c(OCCn2cc(C(=O)C(F)(F)F)c3cc(Br)ccc32)c1 | 3% | -2%
CCCN1C(=O)c2ccccc2CC1(C)C(=O)NC1CCCCC1 (stereo not given) | -3% | -6%
O=C(NC1CCN(Cc2ccccc2)CC1)c1ccc(Cn2c(=O)c3ccccc3n(Cc3ccccc3)c2=O)cc1 | -10% | -10%
CC1=C(C(N)=O)C(c2ccccc2Br)n2ncnc2N1 (stereo not given) | -6% | 5%
CCCCn1nc(C(=O)N2CCC(C(=O)N3CCc4ccccc4C3)CC2)c2ccccc2c1=O | -6% | -8%
O=C(O)/C=C/c1ccc(Br)cc1 | 1% | 8%
O=C(Nc1ccccc1-c1ccccc1)c1cccc(Cl)c1 | -3% | -12%
O=C(NCCc1csc(-c2cccnc2)n1)c1cccc(C(F)(F)F)c1 | -3% | -4%
c1ccc(C(CNCc2ccsc2)N2CCCC2)cc1 (stereo not given) | 2% | 0%
CCOc1ccc(S(=O)(=O)N2CCN(c3c(C)cccc3C)CC2)c2ccccc12 | -1% | -9%
O=C(COc1ccccc1Cl)OCc1cccc(COC(=O)COc2ccccc2Cl)c1 | 6% | 4%
Cc1ccc(-c2cc(=O)c3cc(NC(=O)c4ccccc4F)ccc3o2)cc1 | -8% | 4%
COc1ccc(CCNC(=O)C2=C(C)C(=O)OC23CCCCC3)c(OC)c1 | -8% | -1%
CC(=O)c1sc2ccccc2c1OC(=O)c1ccc(C(C)(C)C)cc1 | 2% | -2%
CC(=O)N1CCc2nc3sc(C(=O)Nc4ccc(Cl)cc4)c(N)c3c(C(F)(F)F)c2C1 | 2% | -3%
COc1cccc2cc(C(=O)N(Cc3ccccc3)Cc3ccccc3)c(=O)oc12 | -11% | 0%
COC(=O)c1cccc(NC(=O)N2CCc3[nH]cnc3C2c2ccc(F)c(Cl)c2)c1 (stereo not given) | 1% | 2%
Cc1ccc(CNC(=O)c2ccc3c(c2)nc2n3CCOC2)cc1 | -23% | -1%
Cc1ccc2occ(-c3cc(-c4ccc(Cl)cc4)nc4c3COc3ccccc3-4)c(=O)c2c1 | 0% | 23%
CCOC(=O)c1ccc(Oc2coc3cc(OCC=C(C)C)ccc3c2=O)cc1 | 9% | -1%
CN(Cc1ccccc1)c1nc2c(c(=O)n(Cc3ccccc3Cl)c(=O)n2C)n1C | 7% | -2%
Cc1oc(-c2ccccc2)nc1CC(=O)Nc1ccc(S(=O)(=O)N(C)C(C)C)cc1 | -6% | -19%
Cc1ccc(/C=C(\C#N)C(=O)Nc2cc(C)ccc2C)cc1 | ? | -1%
O=C(O)c1nn(CCOc2ccccc2)c(=O)c2ccccc12 | -3% | -12%
CC(C)c1ccc(C2=CC(c3cccc(Cl)c3)n3c(nc4ccccc43)N2)cc1 (stereo not given) | 1% | 2%

With a hit mark in AID inh, among the entries above:
canonical_smiles	AID inh
CCOc1ccc(-c2nn(-c3ccccc3)cc2C2NC(=O)NC(C)=C2C(=O)OC(C)C)cc1C (stereo not given)	45µM*!

The listing continues.
SMILES | UDG counter | AID inh
CC(C)(C)OC(=O)N1CCC(c2c(C(=O)NCc3ccc(F)cc3)cnn2-c2ccc(F)cc2)CC1 | -8% | -9%
O=C(CCc1nc(-c2ccccc2)no1)NCC1CCCO1 (stereo not given) | 3% | 0%
C#CCN1CCC(C(=O)NCC(c2ccccc2)c2ccccc2)CC1 | 3% | 6%
COc1ccc(OC)c(NC(=O)COCc2cc(-c3ccc(F)cc3)on2)c1 | ? | ?
O=C(Cn1ccc2c(Cl)cccc21)Nc1ccc2[nH]ccc2c1 | -5% | -7%
Cc1cccc(OCC(=O)Nc2ccc(OCc3cc(=O)n4cc(C)ccc4n3)cc2)c1 | 66%[activator] | 11%
Cc1nc2ccccc2n1CCc1nc2c3ccccc3nc(SCc3ccc(C#N)cc3)n2n1 | -17% | 12%
COc1ccc(NC(=O)c2ccc3c(SCC(=O)O)c4c(nc3c2)CCCC4)c(OC)c1 | -8% | ?
C=CC[N+](C)(C)C/C(Cl)=C(\Cl)c1ccccc1 | -5% | 1%
CCOC(=O)c1cc2cc(F)ccc2[nH]1 | -4% | -2%
CC1=C(C#N)C(c2ccccc2C(F)(F)F)C(C#N)=C(C)N1 | -11% | -10%
CC(C)(C)OC(=O)N/N=C/c1ccc(Cl)c(Cl)c1 | 3% | 3%
COc1ccc(C(=O)C(C)OC(=O)C2CCCN2)cc1 (stereo not given) | -5% | 1%
COc1ccc(Nc2nc3c(S(=O)(=O)c4ccccc4)nnn3c3ccsc23)cc1OC | 0% | 6%
CS(=O)(=O)N(CCCC(=O)Nc1ccccc1C(=O)NCC1CCCO1)c1ccccc1 (stereo not given) | 1% | 0%
O=S(=O)(Cc1cccc(F)c1)c1ccc2ccccc2c1 | 3% | 1%
COc1cc(OC)c(NC(=O)NCCn2nnc3cc(S(=O)(=O)N(C)C)ccc32)cc1Cl | 4% | 10%
Fc1ccc(N2CCN(Cc3ncc(-c4ccccc4)o3)CC2)cc1 | -7% | -4%
Cc1c(C(=O)NCCN(C)C)oc2c1-c1nn(Cc3cccc(Cl)c3)cc1CC2 | -4%[57.5 µM] | 7%
CC(=O)c1c(C)[nH]c(C(=O)C(C)OC(=O)c2ccc(F)cc2)c1C (stereo not given) | 2% | -1%
CC(C)OC(=O)c1cc(C(=O)O)c(C(=O)OC(C)C)cc1C(=O)O | -5% | -11%
O=C(NCCc1ccccc1)C1COc2ccccc2C1 (stereo not given) | 4% | 0%
COc1ccc(NC(=O)C(=O)NCCc2csc3nc(-c4ccccc4C)nn23)cc1 | 3% | 18%
COc1ccc(-c2cc(C(F)(F)F)nc(SCC(=O)NC(C)(C)C)n2)cc1 | -8% | -13%
COc1ccc(-c2nc3sc(CCNS(=O)(=O)c4ccc(F)c(C)c4)c(C)n3n2)cc1 | -5% | 13%
Cc1ccc2nc(-c3ccccn3)c(Nc3ccccc3C)n2c1 | -3% | ?
CC(C)=CC(=O)N(Cc1cccs1)C1CC1 | 11% | 6%

High-throughput results (PubChem)
